Screening data from PubChem BioAssay.
Scp-1 inhibitor: inhibitors of human Scp-1 phosphatase; Q9GZU7; Recombinant Scp1, phosphopeptide, malachite green phosphate absorbance; inhibition, % at 20 µM; actives 0.88% (n = 340,000);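 active means inhibition above about 50% at 20 µM, limit read from the data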;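 further: plate controls were DMSO wells with enzyme for no effect and wells lacking enzyme for full effect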
Target sequence (Q9GZU7 76-261 limits assumed): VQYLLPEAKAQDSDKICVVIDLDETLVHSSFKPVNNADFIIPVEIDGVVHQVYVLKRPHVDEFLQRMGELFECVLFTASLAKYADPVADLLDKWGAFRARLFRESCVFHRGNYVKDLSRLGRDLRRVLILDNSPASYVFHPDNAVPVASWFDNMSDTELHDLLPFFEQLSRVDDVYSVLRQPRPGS
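Material: truncated SCP-1 phosphatase (76-261aa) / Buffer or medium: 50 mM Tris acetate pH 5.5, 0.005% Tween-20, 10 mM MgCl2 / Compound dosing: one concentration, 20 µM, with 1.0% DMSO / Incubation: 45 min room-temperature reaction, 5 min colour, 30 min stabiliser / Detection: colorimetric free-phosphate detection, absorbance 630 nm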
Rpn11 inh: blocks the human proteasome subunit Rpn11; O00487; human 26S proteasome, Ub4-pepOG fluorescence polarization; 20S core pre-blocked with epoxomicin; calls only at 20 µM; actives 0.59% (n = 360,000);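 active means inhibition at 20 µM, scaled to each plate's controls, above about 33%, limit read from the data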
Target sequence (O00487 whole entry, looked up): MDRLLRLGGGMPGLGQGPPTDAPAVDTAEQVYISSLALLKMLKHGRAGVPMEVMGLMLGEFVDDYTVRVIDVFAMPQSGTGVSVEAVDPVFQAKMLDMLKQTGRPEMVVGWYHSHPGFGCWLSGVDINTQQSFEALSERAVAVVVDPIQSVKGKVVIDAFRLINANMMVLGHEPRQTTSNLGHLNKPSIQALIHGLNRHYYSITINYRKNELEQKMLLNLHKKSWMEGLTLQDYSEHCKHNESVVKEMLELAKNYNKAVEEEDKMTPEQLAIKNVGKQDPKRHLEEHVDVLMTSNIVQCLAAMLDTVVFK
Tb MetRS inh: Trypanosoma brucei MetRS inhibition | actives 0.4% (n = 360,000) | purified T. brucei MetRS, ATP depletion, Kinase-Glo luminescence | inhibition, % at 11.9 µM | AID 624268;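 active means inhibition above a per-plate cutoff of the control wells' mean inhibition plus 3 SD, cut at about 5.5% in these data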;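 further: 0% = DMSO wells median and 100% = median of wells with control inhibitor compound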
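Dosing: 11.9 µM compound single dose, 0.9% DMSO; Assay system: purified T. brucei MetRS enzyme; Measured by: Kinase-Glo luciferase luminescence reporting remaining unconsumed ATP; Schedule: 15 min plus 2 h at 25 °C.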
MLLE-PAM2 inh: blocks PAM2 peptide binding to the PABP1 MLLE domain | P11940 | GST-MLLE / FITC-PAM2 fluorescence polarization | inhibition, % at 20 µM | actives 0.36% (n = 360,000); in the data active means inhibition above about 35%, passing the limit was not always enough;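 further: plate controls were DMSO wells with GST-MLLE for no effect and wells lacking GST-MLLE protein for full effect; some results filed as inactive read as strong as hits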
NadD inh: NadD (S. aureus) enzyme inhibition; purified NadD enzyme, colorimetric absorbance read-out; inhibition, % at 20 µM; actives 0.78% (n = 360,000); AID 602399; in the data active means inhibition above about 26%; further: some compounds past the cut are filed as inactive
CSN inh: inhibitors of human CSN-mediated cullin deneddylation. AID 651999. Q92905. Purified CSN, SCF-Nedd8-OG deneddylation, fluorescence polarization. actives 0.38% (n = 360,000). inhibition, % at 12.5 µM;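 active means pattern-corrected inhibition above about 35%, with an unprinted fluorescence ratio check between 0.5 and 1.5, limit read from the data, passing the limit was not always enough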;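 further: 0% = enzyme with substrate and 100% = substrate without enzyme; some results filed as inactive read as strong as hits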
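Material: purified human Csn5 enzyme expressed in HEK293T cells / Medium: Tris buffer pH 7.5, NaCl, DTT, Tween-20, trehalose, ovalbumin / Compound dosing: 12.5 µM single point / Schedule: 90 min incubation of compound, enzyme and substrate at room temperature / Signal: fluorescence polarization of the substrate / Control set: no-enzyme wells high, enzyme-with-substrate wells low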
DNMT1 block: blocks human DNA methyltransferase DNMT1 | actives 0.83% (n = 360,000) | DNMT1 molecular beacon, Hinp1I cleavage, fluorescence | inhibition (reported as % activation of signal), % at 10 µM | P26358; in the data active means inhibition above about 50%
LMPTP inh: blocks human LMPTP phosphatase; recombinant LMPTP-A, OMFP fluorogenic substrate, fluorescence intensity; AID 651560; P24666; inhibition, % at 20 µM; actives 0.22% (n = 360,000);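 active means compounds that cut the enzyme signal by at least half of the control window in the single-dose screen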;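 further: plate controls were DMSO wells with enzyme plus substrate for no effect and substrate without enzyme for full effect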
Target sequence (P24666 whole entry, looked up): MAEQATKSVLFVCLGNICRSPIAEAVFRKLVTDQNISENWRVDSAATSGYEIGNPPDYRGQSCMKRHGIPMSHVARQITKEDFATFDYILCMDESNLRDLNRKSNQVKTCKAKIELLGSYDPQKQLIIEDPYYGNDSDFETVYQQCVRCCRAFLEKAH
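test system = LMPTP-A | amount = 0.625 nM LMPTP-A final | reagent = fluorogenic phosphatase substrate OMFP at 400 µM final | incubation = 50 min at room temperature | benchmarks = no-enzyme low control, uninhibited high control | medium = Bis-Tris pH 6.0, DTT, detergent | signal = fluorescence intensity of OMFP turnover product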
STEP inh: inhibitors of human striatal-enriched phosphatase STEP | P54829 | recombinant STEP, OMFP fluorogenic substrate, fluorescence | inhibition, % at 20 µM | actives 0.25% (n = 360,000) | AID 588621;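 active means inhibition at 20 µM, scaled per plate between control wells, above about 37%, limit read from the data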;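 further: 0% = DMSO with enzyme and substrate and 100% = substrate only without enzyme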
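System: isolated STEP enzyme; schedule: 20 min enzyme reaction at room temperature, protected from light; medium: Bis-Tris buffer pH 6.0, 2.5 mM DTT, 0.005% Tween 20; signal: fluorescence, 480/540 nm; dosing: single compound dose of 20 µM, 1% DMSO final; also added: OMFP substrate, 25 µM final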
SUMO1 PPI mod: SUMO1-SIM interaction modulation. P63165. SUMO1 binding to a labelled peptide, TR-FRET, 1 h. inhibition, % at 20 µM. actives 0.33% (n = 360,000). AID 602429; in the data active means inhibition above about 37%
Target sequence (P63165 whole entry, looked up): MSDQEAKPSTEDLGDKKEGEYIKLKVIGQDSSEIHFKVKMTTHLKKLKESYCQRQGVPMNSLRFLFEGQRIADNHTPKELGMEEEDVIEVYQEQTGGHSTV
Numbers without * were called inactive; i = inactive; x = no result given.

Rpn11 inh,Tb MetRS inh,MLLE-PAM2 inh,DNMT1 block,Scp-1 inhibitor,NadD inh,STEP inh,LMPTP inh,CSN inh,SUMO1 PPI mod,canonical_smiles
x,-1.2,x,x,x,-7,x,3.1,-7,1,CCOC(=O)[C@]12CCC=C1N(Cc1cccc3ccccc13)C(=O)[C@H](CC(=O)NCCC(C)C)C2
i,-0.3,-29,-1,-3,0,0,-0.2,-7,1,COc1ccc(CCNC(=S)NCc2cccs2)cc1OC
i,-0.1,8,0,-4,0,1,-0.3,-5,0,Cc1cccc(CNC(=O)c2cc(S(=O)(=O)N3CCOCC3)cn2C)c1
i,-0.1,-5,-2,x,2,12,-1.1,-4,-2,CNc1ncnc2c1ncn2[C@H]1CN(Cc2ccco2)C[C@@H](CO)O1
i,-0.3,-5,4,2,-7,2,-1.7,1,1,Cc1ccc(S(=O)(=O)N2CCN(C(=O)Cc3ccc4c(c3)OCCO4)CC2)cc1C
i,-0.6,-15,0,-4,-7,-1,-1.6,1,-10,C/C(=N/NC(=O)CN1CCN(S(=O)(=O)c2ccc(C)cc2)CC1)c1ccco1
i,0.1,-5,-7,-12,4,3,-0.6,1,11,Cc1cc(F)ccc1S(=O)(=O)Nc1ccccc1C(=O)Nc1ccc2[nH]c(=O)[nH]c2c1
i,0.0,-12,1,-11,3,-2,0.3,-3,3,CC1=C(C(=O)OCc2ccc3c(c2)OCO3)C(c2cccc([N+](=O)[O-])c2)NC(=O)N1 (centres undefined)
i,-0.2,13,-1,4,-2,-5,-3.5,7,0,O=c1cc2c(n[nH]1)CCCC2
i,-1.1,-1,-4,3,-5,0,0.7,0,3,Cc1cccc2sc(NC(=O)CN3C(=O)C4CC=CCC4C3=O)nc12 (centres undefined)
i,-0.1,28,-2,-5,3,2,0.2,1,15,CCc1nnc(NS(=O)(=O)c2ccc(NC(=S)NC(=O)c3cccnc3)cc2)s1
i,-0.2,14,-2,-6,5,-2,-0.5,-3,26,COc1ccc(N(CC(=O)Nc2cc(Cl)ccc2OC)S(=O)(=O)c2c(C)[nH]c(=O)[nH]c2=O)cc1

New compounds follow.
Rpn11 inh,Tb MetRS inh,MLLE-PAM2 inh,DNMT1 block,Scp-1 inhibitor,NadD inh,STEP inh,LMPTP inh,CSN inh,SUMO1 PPI mod,canonical_smiles
i,0.0,-1,0,7,0,1,-1.6,5,4,COc1ccc2sc(N(CCCN(C)C)C(=O)c3nc4ccccc4s3)nc2c1
i,-0.1,-7,39,4,-4,-1,-0.2,0,8,CC(=O)NC1=NN(C(C)=O)C(C)(CS(=O)(=O)c2ccc(Cl)cc2)S1 (centres undefined)
i,-0.9,-10,-1,-4,-3,-2,-2.9,-2,-25,CC(C)(C)c1ccccc1NC(=O)Cn1cnc2cc([N+](=O)[O-])ccc2c1=O
i,-0.9,-4,-4,x,2,0,0.1,2,-10,COC(=O)C1=C(C(=O)OC)C(C(=O)OC)N2C=CC=CC2=C1C(=O)OC (centres undefined)
i,-0.4,-33,-17,-3,14,2,-0.2,6,12,CCOc1ccc(Nc2nc(-c3sc(N)nc3C)cs2)cc1
i,-0.3,-7,-3,-8,-4,4,1.4,3,-1,O=C1CCC(C(=O)N2CCC(O)CC2)CN1CCc1ccc(Cl)cc1 (centres undefined)
i,-0.4,-1,0,1,-1,-2,-1.3,-4,6,O=C(CSc1nc(=O)n(CCCN2CCOCC2)c2c1CCC2)Nc1ccc(F)cc1F
i,-0.4,-4,-1,-6,-4,0,-0.1,-5,2,C=C(C)c1cccc(C(C)(C)NC(=O)N2CCN(c3ccccn3)CC2)c1
i,0.3,-16,0,-4,-3,-3,0.5,-10,4,CCOc1ccc(N2CC(O)=C(c3ccccc3)C2=N)cc1
i,-1.5,2,1,-2,-1,-3,-0.1,-4,-6,COc1ccc(C(=O)NCC(=O)N2CCCC(C)C2)cc1OC (centres undefined)
i,-1.0,1,1,-7,7,-2,-1.6,-5,0,CCNC(=O)CSc1nc2ccccc2c(=O)n1CCCOC(C)C
i,-0.7,16,0,-9,-6,-4,0.4,6,-1,O=C(CCc1ccccc1)Nc1ccccc1C(=O)NCc1ccco1

The list continues.
Rpn11 inh,Tb MetRS inh,MLLE-PAM2 inh,DNMT1 block,Scp-1 inhibitor,NadD inh,STEP inh,LMPTP inh,CSN inh,SUMO1 PPI mod,canonical_smiles
i,-2.6,10,2,-7,3,-2,-1.3,4,-28,COc1ccc(C2=C(N)c3ccccc3C2=O)cc1
i,0.4,-14,2,-8,3,0,-2.5,0,-12,O=C(N/N=C/c1ccco1)C1(O)c2ccccc2-c2ccccc21
i,-0.3,-2,6,x,-2,-2,-1.9,-1,0,CCCC(=O)N1CCC1(C)C(=O)NS(=O)(=O)c1ccc(Cl)cc1 (centres undefined)
i,-0.1,-4,1,6,-6,-6,0.1,-6,-5,COc1ccc2occ(C(=O)c3ccc(N=C(C)N(C)C)cc3)c2c1
i,-0.4,-3,6,-8,-1,2,0.5,-3,0,CCN(CC)C(=O)c1cc(-c2ccc(Br)cc2)on1
i,-0.3,11,2,-3,-2,-3,-0.8,5,-2,COc1ccc(CN(C(=O)COc2ccccc2)c2ccccc2C(=O)O)cc1
i,-0.9,18,2,-1,-4,-4,1.1,2,0,Cc1cc(-c2nc3ncccc3o2)ccc1NC(=S)NC(=O)C(C)C
i,0.0,8,2,-7,-2,-1,-0.3,-4,2,CCOC(=O)N1CCC(N2Cc3cccc(C(=O)N4CC(C)CC(C)C4)c3C2=O)CC1 (centres undefined)
i,-0.8,-11,0,-10,0,-7,-1.0,-2,0,CC(=O)Nc1cc(C(F)(F)F)ccc1OCC1CCCO1 (centres undefined)
i,-0.1,3,-1,6,-2,1,0.1,-2,2,O=C(Nc1ccccc1C(=O)N1CCCC1)C1CCN(c2ncccn2)CC1
i,0.2,24,0,6,1,-3,-1.2,4,-20,O=C(Cn1cc[n+](CC(=O)c2ccc(Cl)cc2Cl)c1)c1ccc(Cl)cc1Cl
i,-0.7,-1,1,-1,-6,-2,-0.8,-1,-2,CCn1cnc2cc(NS(=O)(=O)c3ccc(C)cc3)ccc21

New compounds follow.
Rpn11 inh,Tb MetRS inh,MLLE-PAM2 inh,DNMT1 block,Scp-1 inhibitor,NadD inh,STEP inh,LMPTP inh,CSN inh,SUMO1 PPI mod,canonical_smiles
i,-0.2,-3,-1,-10,-3,-3,0.4,-6,-25,COc1ccc(NC(=O)COC(=O)C2CCN(C(=O)c3ccc(Cl)cc3)CC2)c([N+](=O)[O-])c1
i,0.0,-13,5,-1,1,2,1.0,1,5,COc1cc(C(C)=O)ccc1OCC(=O)Nc1cc(S(=O)(=O)N2CCOCC2)ccc1N1CCCC1
i,-0.7,3,-6,-1,1,0,-0.3,2,3,Cc1cc(C(=O)N/N=C2\CCCC(=O)C2)c(C)n1-c1ccccc1
i,6.5*,-23,-3,-5,8,5,4.1,-2,-21,O=C(c1ccccc1)c1nn(-c2ccccc2)c2nnc(Cc3ccccc3)c(=O)n12
i,0.0,-5,1,5,-5,0,0.4,-3,5,COC(=O)CCSC(=S)N1CCOCC1
i,-0.5,3,4,-3,6,-2,-0.6,1,-1,COC(=O)c1ccc(CNC(=O)COc2ccccc2Br)o1
i,0.1,-42,-5,-4,-7,3,-1.4,0,7,CCN(CC)CCCNC(=S)N(CCCO)Cc1cc2cc3c(cc2[nH]c1=O)OCO3
i,-0.4,0,0,-14,-2,-3,-2.5,-2,6,Cn1c(-c2ccccc2)nc2cnccc21
i,0.7,5,-2,-16,-12,-1,0.2,-3,-1,O=C(Cc1ccccc1)Nc1cccc(NC(=O)c2ccccc2)c1
i,0.7,-4,-1,-4,1,-2,-0.8,-2,2,Cc1ccc(S(=O)(=O)NCC(c2cccnc2)N2CCOCC2)cc1 (centres undefined)
i,0.3,-84,1,-4,-2,0,0.4,3,2,CCCN(Cc1ccccc1)C(=S)Nc1cccc(C)c1C
x,-1.3,-80,-3,x,3,-2,2.1,26,-3,CCCc1nc2c3ccccc3ccn2c1Cc1ccc(OC)cc1C

(cont.)
Rpn11 inh,Tb MetRS inh,MLLE-PAM2 inh,DNMT1 block,Scp-1 inhibitor,NadD inh,STEP inh,LMPTP inh,CSN inh,SUMO1 PPI mod,canonical_smiles
i,-0.3,0,3,-5,1,13,-0.3,-5,1,Clc1ccc(Cl)c(OCCN2CCOCC2)c1
i,-0.4,7,-2,-7,-5,-3,-0.5,-2,1,COc1ccccc1N1CCN(C(=O)C2CCC(CNS(=O)(=O)c3ccc(NC(C)=O)cc3)CC2)CC1 (centres undefined)
i,-0.7,-6,2,-1,-5,0,-0.4,-9,-5,N#Cc1ccccc1Sc1ccccc1C(=O)OCC(=O)NC1CCCCC1
i,-0.6,32,-8,-12,-2,-2,-0.8,-5,0,NNc1ccc(Cl)c(C(=O)O)c1
i,-0.1,6,4,-18,-2,1,2.2,-1,-1,C=CC[C@]12CCc3sccc3C1N(c1ccc(C(=O)OCC)cc1)C2=O (some centres undefined)
i,-0.6,-11,1,2,-3,-1,-2.0,-1,17,CSC1=NCCN1C(=O)Cc1cccc2ccccc12
i,0.1,5,1,-8,2,-1,-2.0,2,1,CCCCNC(=O)Nc1ccon1
i,-0.5,5,-2,-7,-7,0,1.4,5,0,C/C(=N/OC(=O)c1ccc(C)cc1)c1ccc(N2C(=O)C3CCCCC3C2=O)cc1 (centres undefined)
i,-0.1,1,5,0,-9,0,-0.2,0,-7,COc1ccc(-c2noc(N3CCC(C(=O)NCCCN4CC(C)CC(C)C4)CC3)n2)cc1 (centres undefined)
i,-1.1,10,-1,-6,5,-1,1.4,11,5,CCC[N+]1(CC#CCC(c2ccccc2)c2ccccc2)CCCCC1
i,0.0,-14,0,17,-4,2,-0.1,-1,1,COC(=O)CCN(C(=O)c1cccc(OC(C)=O)c1)c1ccccn1
